# RGS4 inhibitor: inhibitors of human regulator of G protein signaling 4. P49798. Transcreener GDP fluorescence polarization, RGS4-accelerated GTP hydrolysis. Potency, µM (doses to about 114 µM), for the others: top-dose activity change, negative = inhibition, usual class: inhibitors. 390,000 tested, 0.039% active. AID 504845; also: potency is read from the fitted curve at half-maximal effect; % is scaled to controls: 0 for no effect and ±100 for the full control effect; nearly all actives have a fitted effect of over 75% in size; some results filed as inactive show a strong effect at the top dose
#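 MLSMR compounds (23 nl, pin-transferred) preincubated 10 min at room temperature with a 500nM (2x) first reagent, then RGS4 at 900nM (2x) plus Transcreener GDP mix added; fluorescence polarization (620/688 nm) read before and after 90 min at 30 °C.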
# Pol eta inh: blocks human DNA polymerase eta activity. Potency, µM (doses to about 114 µM), inactives show top-dose activity change, negative = inhibition, hits mostly inhibitors. recombinant Pol eta, fluorescent DNA replication assay. 390,000 tested, 1.2% active. Q9Y253; also: potency is read from the fitted curve at half-maximal effect; % is scaled to controls: 0 for no effect and ±100 for the full control effect
#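 Pol eta at 10 nM preincubated with compounds 15 min at room temperature; reaction started with fluorescent substrate (50 nM final) and read kinetically at 0 and 10 min.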
# POLK inh: inhibitors of human DNA polymerase kappa. Q9UBT6. purified Pol kappa, fluorescent DNA synthesis assay, 10 min. Potency, µM (series often up to 107 µM), inactives show at the highest dose activity, negative = inhibition, actives largely listed as inhibitors. 400,000 tested, 0.53% active; also: potency is read from the fitted curve at half-maximal effect; % is scaled to controls: 0 for no effect and ±100 for the full control effect
# Target sequence (Q9UBT6 whole entry, looked up): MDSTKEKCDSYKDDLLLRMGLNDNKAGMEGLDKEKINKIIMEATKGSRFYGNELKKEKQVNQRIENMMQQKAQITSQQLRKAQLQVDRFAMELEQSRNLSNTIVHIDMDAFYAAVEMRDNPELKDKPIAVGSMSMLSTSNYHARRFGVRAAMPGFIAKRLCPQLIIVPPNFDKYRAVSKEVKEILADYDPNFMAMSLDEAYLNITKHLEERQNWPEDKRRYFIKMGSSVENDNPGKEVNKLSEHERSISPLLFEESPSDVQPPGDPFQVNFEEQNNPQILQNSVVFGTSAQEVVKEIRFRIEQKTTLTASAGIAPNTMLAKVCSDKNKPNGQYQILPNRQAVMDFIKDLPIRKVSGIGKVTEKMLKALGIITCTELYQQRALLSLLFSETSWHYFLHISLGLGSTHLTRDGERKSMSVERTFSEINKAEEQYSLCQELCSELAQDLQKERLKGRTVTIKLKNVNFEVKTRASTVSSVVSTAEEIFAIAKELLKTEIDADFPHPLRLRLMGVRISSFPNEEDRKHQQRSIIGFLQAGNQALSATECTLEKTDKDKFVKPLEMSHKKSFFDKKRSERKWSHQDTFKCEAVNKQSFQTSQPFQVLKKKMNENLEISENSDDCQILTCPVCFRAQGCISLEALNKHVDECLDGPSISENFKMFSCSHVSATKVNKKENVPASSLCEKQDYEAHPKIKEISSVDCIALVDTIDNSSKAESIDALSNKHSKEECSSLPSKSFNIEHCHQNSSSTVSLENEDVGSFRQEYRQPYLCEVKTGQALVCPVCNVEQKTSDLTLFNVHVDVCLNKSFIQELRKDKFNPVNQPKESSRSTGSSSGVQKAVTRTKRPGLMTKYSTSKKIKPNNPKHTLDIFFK
#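 50 nM final substrate added after 15 min RT preincubation of 10 nM Pol kappa with compound; fluorescence read at 0 and 10 min.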
# LDHA inh: LDHA (human) enzyme inhibition. AID 1347041. 480,000 tested, 0.15% active. activity change, % (values are at about 110 or 230 µM). purified LDHA, NADH/diaphorase-resazurin fluorescence; active compounds read low. P00338; in the data active = activity change below about -30%; inconclusive = mostly about -25% to -30%;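 also: plate controls were DMSO wells for no effect and wells without enzyme for full effect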
#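 Human LDH5 at 2 nM final in Tris HCl pH 7.4 with 0.06 mM NADH and 0.2 mM pyruvate, reacted 5 minutes at room temperature. Remaining NADH coupled via diaphorase/resazurin; resorufin fluorescence read at 0 and 20 minutes, normalized to enzyme-free and DMSO wells.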
# Pol beta inh: blocks human DNA polymerase beta activity. Potency, µM (top dose mostly 114 µM), without a hit: at the highest dose activity change, negative = inhibition, hits mostly inhibitors. P06746. 340,000 tested, 1.3% active. Pol beta primer extension/strand displacement, fluorescence kinetic; also: potency is read from the fitted curve at half-maximal effect; % is scaled to controls: 0 for no effect and ±100 for the full control effect
#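 Values derive from four-parameter Hill fits of normalized kinetic data: reads at 0 and 10 min following addition of 50 nM substrate to 10 nM Pol beta preincubated 15 min with compound.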
# APEX1 inh: inhibitors of human APE1 endonuclease. Potency, µM (doses to about 65.8 µM), for the others: at the top dose activity change, negative = inhibition, most hits filed as inhibitors. 350,000 tested, 0.35% active. AID 2517. P27695. recombinant APE1, TAMRA/BHQ-2 abasic DNA cleavage fluorescence;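 also: potency is read from the fitted curve at half-maximal effect; plate controls were vehicle for no effect and reference inhibitor for full effect; nearly all actives have a fitted effect of over 55% in size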
#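 Incision of a quenched TAMRA/BHQ-2 THF abasic-site duplex (50 nM) by 0.75 nM APE1, after 15 min compound preincubation, measured as fluorescence increase over three 60 s reads. Values normalized to buffer, DMSO and NSC13755 control wells.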
# 12-LOX inh: blocks human arachidonate 12S-lipoxygenase. P18054. 580,000 tested, 1.1% active. purified 12hLO, xylenol orange hydroperoxide absorbance. Potency, µM (series often up to 108 µM), for the others: top-dose activity change, negative = inhibition, hits mostly inhibitors. AID 1671190; also: potency is read from the fitted curve at half-maximal effect; % is scaled to controls: 0 for no effect and ±100 for the full control effect
#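 Purified human 12hLO at 150 nM in 25 mM Hepes, 0.01% Triton X-100, pH 7.0, preincubated 15 min at room temperature with compound. Reaction started with 40 uM arachidonic acid, 30 min at room temperature. Hydroperoxide measured by Fe-xylenol orange, 573/405 nm absorbance ratio.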
# Anesthetic bind: binds horse apoferritin like a general anesthetic; Potency, µM (series often up to 77.5 µM), inactives show top-dose activity change, negative = displacement, usual class: inhibitors; apoferritin/1-aminoanthracene competitive binding, fluorescence; AID 485281; 350,000 tested, 0.074% active; also: potency is read from the fitted curve at half-maximal effect; % is scaled to controls: 0 for no effect and ±100 for the full control effect; nearly all actives have a fitted effect of over 20% in size
# Target sequence (P02791 2-175 limits assumed): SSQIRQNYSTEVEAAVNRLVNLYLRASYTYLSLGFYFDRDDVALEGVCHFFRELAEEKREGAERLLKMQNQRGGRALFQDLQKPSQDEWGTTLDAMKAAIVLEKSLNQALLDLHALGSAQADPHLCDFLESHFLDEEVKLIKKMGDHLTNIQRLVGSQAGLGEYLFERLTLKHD
#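 Horse-spleen apoferritin (10 uM) in 50% saturated 1-aminoanthracene in PBS was incubated 10 min at room temperature with compound. Fluorescence (ex 380, em 535 nm) was normalized to free and bound 1-AMA, with concentration-response fitted by a four-parameter Hill equation.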
# ERG-DNA inh: blocks human ERG Ets domain binding to DNA | P11308 | fluorescence polarization, His-ERG Ets domain / labelled DNA | Potency, µM (doses to about 76.9 µM), inactives show top-dose FP activity, negative = inhibition, most hits filed as inhibitors | 370,000 tested, 0.028% active | AID 624246; active = well fitted inhibition curve with a large enough effect in the polarisation, with a control signal flat; inconclusive = small, poorly fitted or top-dose-only effect, or effect the other way, or a change in a side signal; inactive = no such curve, though single readings can be large or run the other way; the % refers to the polarisation;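 also: polarization taken with two DNA probes labelled with fluorescein and Texas red; potency is read from the fitted curve at half-maximal effect; % of control where 0% means no effect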
#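 His-tagged ERG Ets domain (1 uM in the protein solution; 300mM KCl, 50mM Tris-HCl, 1mM EDTA, 1mM DTT, pH 7.5) received compound, then a probe mix of 5 nM fluorescein-DNA and 100nM Texas-615-DNA. Fluorescence polarization was read for both dyes.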
# Active calls of the source: *; ? = inconclusive; · = not tested or not shown; & = joins results of further samples; [ ] = dose if it differs, or a comment. Unless noted, calls follow the shape of the dose curve; as a rule, active = well fitted curve in the direction sought with a large enough effect; inconclusive = small, poorly fitted or top-dose-only effect, or another doubt; inactive = no such curve, though single readings can be large; an effect the other way counts as inactive or inconclusive.
no.	mol	RGS4 inhibitor	Pol eta inh	POLK inh	LDHA inh	Pol beta inh	APEX1 inh	12-LOX inh	Anesthetic bind	ERG-DNA inh
1	COc1cccc(NC(=O)CSc2nc3scc(C)c3c(=O)[nH]2)c1	-11%	2%	3%	-1	23%	30%	-8%	6%	1%
2	CCOC(=O)c1cccc(NC(=O)c2ccc(F)cc2F)c1	8%	-13%	-9%	-3	·	·	-1%	·	-5%
3	CCCCNc1cnn(-c2ccccc2)c(=O)c1Cl	8%	-7%	-10%	-8	50%	-1%	0%	-7%	-6%
4	CCOC(=O)C1Nc2c(cc(C(F)(F)F)cc2[N+](=O)[O-])C2c3ccccc3CC12 (centres undefined)	17%	-10%	-8%	8	·	·	-3%	·	-6%
5	Cc1ccc(Cc2nnc(SCC(=O)Nc3ccccc3Cl)[nH]c2=O)cc1	11%	-6%	-6%	-2	·	2%	?	·	13%
6	CCCOC(=O)c1ccc(NC(=O)c2cc(OC)c(OC)c(OC)c2Br)cc1	-17%	-11%	-27%	-5	0%	-11%	-10%	-1%	1%
7	COc1ccc(NC(=O)CN2C(=O)c3cccc4cccc2c34)c(OC)c1	-22%	-9%	-11%	-5	0%	-2%	33%[activator]	-11%	2%
8	COc1cc(C(=O)N2CCN(C(=O)c3ccco3)CC2)cc(OC)c1OC	-39%	-7%	-22%	-4	6%	1%	178%[activator]	-14%	-6%
9	Nc1ncnc(Nc2cc(C(F)(F)F)cc(C(F)(F)F)c2)n1	0%	-16%	4%	-1	-20%	-4%	417%[activator]	-2%	-4%
10	Cc1ccc(OCC(=O)N2CCCCCCC2)cc1	18%	11%	2%	-10	11%	3%	3%	?	-1%
11	COc1cc2ncnc(NCCCN3CCOCC3)c2cc1OC	26%	-14%	3%	-1	10%	21%	?	13%	-1%
12	CC1CCCN(C(=O)COC(=O)C2=COCCO2)C1 (centres undefined)	-9%	-26%	-12%	-1	·	-5%	2%	·	2%
13	Cn1c(C(=O)N2CCC(C(=O)NCc3ccccc3)CC2)cc2sccc21	-10%[56.9 µM]	-19%	-15%	-2	7%	3%	-14%	-7%	-2%
14	O=C(Nc1nonc1-c1ccc(Cl)cc1)c1ccccc1F	8%	-17%	-23%	6&-7	-3%	·	11%&-1%	-5%	-1%
15	Cc1ccccc1CNC(=O)c1ccc(CS(=O)Cc2ccc(Cl)cc2)o1 (centres undefined)	12%	-8%	-13%	-2	12%	·	?	-11%	-6%
16	CC(=O)N1CCc2cc(CNC(=O)Cc3ccc(F)cc3)ccc21	20%	-27%	-12%[60.1 µM]	1	15%	·	-21%	-12%	-7%
17	COc1ccc([N+](=O)[O-])cc1NC(=O)C(C)c1ccccc1 (centres undefined)	-2%	-10%	-14%	0	12%	0%	0%	?	2%
18	Cc1ccccc1/C=C/C12NC(=O)CN1c1ccccc1C2(C)C (centres undefined)	3%	-24%	-3%	-2	9%	-4%	0%	-4%	4%
19	CCC(C)n1c(SCC(=O)N(CC)c2c(N)n(Cc3ccccc3)c(=O)[nH]c2=O)nc2ccccc2c1=O (centres undefined)	11%	-6%	-11%	-13	·	·	-26%	·	1%
20	O=C(CSc1ncc2c(n1)-c1cc(Cl)ccc1N(Cc1ccccc1)S2(=O)=O)Nc1ccc(F)cc1F	-7%	-1%	24%	-4	30%	·	-18%	-7%	7%
21	Cn1nnnc1SCc1ccc(Cl)cc1	0%	-16%	1%	-2	11%	1%	0%	-16%	7%
22	CCCCCOc1ccc(CSC(=N)N)cc1[N+](=O)[O-]	17%	-24%	-14%	-3	-6%	-4%	?	8.9µM*	-13%
23	COc1ccc(CCNS(=O)(=O)CCNC(=O)c2ccc3c(c2)OCO3)cc1OC	-9%	-4%	-3%	-3	·	-1%	-25%	·	-2%
24	O=C1OC(/C(=C\Nc2cc(Cl)ccc2O)[N+](=O)[O-])c2ccccc21 (centres undefined)	-23%	22µM*	-14%	8	-8%	-5%	?	-21%	1%
25	COC(=O)/C(C#N)=C/c1c(Oc2cc(C)cc(C)c2)nc2c(C)cccn2c1=O	9%	-1%	2%	-9	47%	21%	16%	6%	11%
26	Cc1ccc(-n2ncc3c(=O)[nH]c(SCC(=O)NCC4CCCO4)nc32)cc1 (centres undefined)	19%	-3%	0%	-8	·	0%	1%	·	3%
27	CC(NC(=O)C(C)(C)C)C(c1cccs1)N1CCN(Cc2ccccc2)CC1 (centres undefined)	9%	-6%	-9%	3	22%	4%	0%	-5%	19%
28	Cc1cc(C)cc(C(=O)NCC(=O)OCc2c(C)noc2C)c1	12%	-4%	-10%	-4	84%	-2%	-4%	-10%	-4%
29	CC1CCN(c2ccc(C(F)(F)F)cc2N)CC1	5%	-11%	-3%	-7	-10%	0%	-10%	-16%	-6%
30	Cc1cc(C)c2c(CC(=O)Nc3ccc(S(=O)(=O)N4CCCC(C)C4)cc3)coc2c1 (centres undefined)	-6%	?	-1%	5	1%	·	-26%	-6%	-9%
31	COc1cc(C2c3c(-c4cc(C)ccc4O)n[nH]c3C(=O)N2Cc2cccnc2)cc(OC)c1OC (centres undefined)	-7%	-18%	-26%	10&-2	4%	·	13%&-6%	-2%	3%
32	COc1ccc(C2CC(=O)c3c([nH]c(C(=O)OC4CCCC4)c3C)C2)cc1OC (centres undefined)	8%	-4%	-19%	-2	7%	·	-15%	1%	0%
33	COc1cc(NC(=S)NCCSc2ccc(C)cc2)cc(OC)c1	-11%	-13%	-9%	-4	22%	8%	?	9%	5%
34	Cc1cc(C(=O)Nc2ccc(C)c(C)c2)n(-c2ccccc2)n1	-32%	-7%	-2%	-2	20%	-6%	11%	5%	-5%
35	Cc1ccc(Nc2nc(N)[nH]c(=O)c2N=O)cc1	13%	4%	-1%	-3	-11%	-5%	-16%	0%	13%
36	COC(=O)c1ccc(CNC(=O)CCc2c[nH]c3ccccc23)cc1	-13%	-4%	-4%	-1	43%	13%	0%	4%	14%
37	COc1ccc(NC(=O)c2c(NCc3ccc(C)o3)sc3c2CCC(C)C3)cc1 (centres undefined)	?	0%	-5%[60.1 µM]	14	-18%	·	3%	-12%	0%
38	O=C(CCC(=O)c1ccc[nH]1)c1ccc(Cl)cc1	-13%	-6%	0%	-1	2%	-4%	-9%	-17%	6%
39	CCCCOc1ccccc1NC(=O)C=C(C)C	17%	-8%	-6%	-11	2%	4%	1%	0%	-7%
40	COc1cc(NC(=O)NCC2CCN(Cc3ccccc3Cl)CC2)cc(OC)c1OC	16%&0%	-4%&-10%	-22%[60.1 µM]	-5&-2	7%&24%	1%	?	-1%&-7%	3%&-3%
41	COc1cccc(N(CC(=O)Nc2cccc(C(C)=O)c2)S(C)(=O)=O)c1	-11%	-6%	0%	-3	24%	2%	141%[activator]	-8%	-1%
42	COC(=O)c1sc(NC(=O)CC(C)C)c(C(=O)OC)c1C	-9%	-15%	0%	1	-3%	7%	0%	-9%	-5%
43	COc1ccc(N2CCN(C(=O)COC(=O)CCOc3ccc(C)cc3)CC2)cc1	19%	-6%	1%	4	·	4%	-23%	·	15%
44	CN1CCc2nc(SCC(=O)Nc3ccc(OC(F)(F)F)cc3)c(C#N)c(-c3cccs3)c2C1	?	-7%	-18%	23	-8%	-1%	?	-17%	-6%
45	COc1cc(C(C[N+](=O)[O-])c2c(C)cc3ccccn23)ccc1O (centres undefined)	-30%	-22%	-1%	6	42%	20%	?	5%	7%
46	Cc1ccccc1OCC(O)Cn1c(NCc2ccccc2)nc2c1c(=O)[nH]c(=O)n2C (centres undefined)	27%	-2%	-12%	-23	-6%	2%	-21%	-6%	-7%
47	Cc1no[n+]([O-])c1COc1ccccc1/C=N/n1nnnc1N	-1%	-11%	-13%	-3	?	1%	8%	-1%	-3%
48	Cc1c(C(=O)N(C)C)sc2c1c(=O)n(-c1ccc(Cl)c(Cl)c1)c(=O)n2CC(=O)C(C)(C)C	-8%	-5%	-2%[60.1 µM]	0	-8%	·	-3%	-5%	3%
49	COc1cc(/C=N/n2c(-c3ccccc3)n[nH]c2=S)ccc1O	-37%	-13%	5%	-5	1%	22%	?	-17%	2%
50	Cc1cc(C)c(C(=O)N2CCCC(Nc3ccc(C)c(C)c3)C2)o1 (centres undefined)	-23%	-13%	12%	4	8%	68%[activator]	-1%	?	19%
51	COc1cc(C)cc(OC)c1OCC(=O)Nc1cc(C)on1	-33%	-2%	0%	-6	·	35%	-8%	·	·
52	Cc1c(C(=O)N(Cc2ccccc2F)C2CCS(=O)(=O)C2)oc2ccccc12 (centres undefined)	-1%	-5%	?	-3	-6%	·	-7%	-14%	-3%

# Pulled by compound from the entries so far, 3 records:
no.	mol	RGS4 inhibitor	Pol eta inh	POLK inh	LDHA inh	Pol beta inh	APEX1 inh	12-LOX inh	Anesthetic bind	ERG-DNA inh
38	O=C(CCC(=O)c1ccc[nH]1)c1ccc(Cl)cc1	-13%	-6%	0%	-1	2%	-4%	-9%	-17%	6%
41	COc1cccc(N(CC(=O)Nc2cccc(C(C)=O)c2)S(C)(=O)=O)c1	-11%	-6%	0%	-3	24%	2%	141%[activator]	-8%	-1%
46	Cc1ccccc1OCC(O)Cn1c(NCc2ccccc2)nc2c1c(=O)[nH]c(=O)n2C (centres undefined)	27%	-2%	-12%	-23	-6%	2%	-21%	-6%	-7%

# The list is partial. The share of hits here may be higher or lower than overall.
